ER stress rescue – rescue of cells from ER stress-induced death, primary screen, 384-well, CSM14.1, thapsigargin, ATP luminescence (AID 1222) | CSM14.1 thapsigargin-induced death rescue, ATP luminescence; higher % means a stronger effect | cellular ATP content (survival), % at 20 µM, or EC50 in µM where a hit was titrated | 190,000 tested, under 10 active;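 active = EC50 below 50 µM in the dose-response confirmation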;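 also: death triggered by thapsigargin at about 15 µM added after 2 h compound pretreatment; cell ATP read after overnight thapsigargin exposure of roughly 18 to 22 hours; normalized against plate controls of thapsigargin alone and 5% DMSO vehicle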
Dynein cargo inh – blocks dynein driven cargo transport along microtubules; 3617.4 mouse cells, GR-EGFP nuclear translocation imaging; test concentration mostly 20 µM; stimulated with dexamethasone, 1 µM; stronger effect = lower value; z-score, hits read low; actives 0.47% (n = 220,000);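 active = plate z-score of nuclear minus cytoplasmic receptor signal below a set negative limit, without overly bright fluorescence or cell loss, cut at about -3.5 in these data, passing the limit was not always enough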;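 also: z-score of nuclear minus cytoplasmic ring GR-EGFP intensity difference per well; some compounds called inactive have numbers as strong as hits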
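Buffer or medium: tet-free medium with charcoal-stripped serum / Also added: dexamethasone agonist, 1.0 µM final, for 30 min / Timing: induction 48 h, compound 1 h, agonist 30 min / Measured by: high-content fluorescence imaging after fixation / Read-out: nuclear-to-cytoplasmic GR-EGFP distribution per well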
Insulin prom up – MIN6 insulin promoter up-regulation. z-score at 5 µM. MIN6 insulin promoter-GFP reporter, high-content imaging; stronger effect = higher value. actives 0.3% (n = 190,000);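 active = z-score above 3 at 5 µM with at least 500 cells counted in the well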
Lipid droplet – modulators of hepatic lipid droplet formation; AML12 mouse hepatocytes, oleate lipid droplets, BODIPY imaging; inhibition, % at 6.5 µM; actives 0.4% (n = 240,000); AID 1656;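 active = lipid droplet intensity inhibited by at least 50%, with more than 500 cells counted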
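material = mouse AML12 hepatocyte cell line, fixed after treatment | also added = 100 µM oleic acid challenge | doses = compound at 6.5 µM only | schedule = overnight exposure | technique = Image-based BODIPY and DAPI two-channel analysis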
Autophagy HCS – autophagy modulation, high-content screen; calls only at 10 µM (by protocol); actives 0.98% (n = 190,000); AID 463193; MEF GFP-LC3 puncta imaging; test concentration mostly 10 µM;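 active = percentage of spot-positive cells more than 3 SD above its plate mean, without a fluorescence outlier flag or 80% toxicity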;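 also: spot-positive cell cutoff set from DMSO-treated cells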
WT yeast gro inh – growth inhibition of WT yeast, mitochondrial fusion screen; mitochondrial fusion phenotypic screen, WT strain; inhibition, % at 10 µM; actives 2.1% (n = 190,000); in the data active = inhibition above about 58%; tested in S. cerevisiae
XIAP antagonists – small molecules displacing peptide from XIAP – biochemical, IAP family, fluorescence polarization (AID 1018); XIAP BIR domain, fluorescence polarization peptide displacement; higher % means a stronger effect; one-dose displacement, % at 20 µM; IC50 in µM for titrated hits; actives 0.007% (n = 200,000); in the data active = displacement above about 50%; also: a part of the inactive calls stands beside numbers as strong as those of hits
MT stabilize HCS – microtubule stabilizers in HeLa cells | HeLa tubulin immunostaining HCS, 24 h; share of cells brighter than vehicle mean+2SD | % tubulin-high responders, % at 10 µM | AID 2205 | actives 0.83% (n = 200,000);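 active = plate Z-score above 3 for both tubulin-high and condensed-nucleus cell shares, with cell loss under 80%, at 10 µM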;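 also: anti alpha tubulin signal scored within the nucleus-defined area of each cell; some results filed as inactive read as strong as hits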
b-catenin transl – modulators of beta-catenin nuclear translocation; HeLa beta-catenin nuclear translocation, immunofluorescence imaging; nuclear translocation activity, % at 5 µM; actives 0.3% (n = 190,000); AID 1665;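 active = nuclear translocation activity above 50% at 5 µM, with a well cell count of 50 or more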;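 also: per-cell ratio of nuclear to cytoplasmic median beta-catenin stain intensity; plate controls were DMSO negative control for no effect and GSK-3 inhibitor IX positive control for full effect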
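Test system: HeLa cells, endogenous beta-catenin; Compound: single 5 µM dose plus 0.02–20 µM confirmation series; Times: compound exposure 24 h at 37°C; Signal: fluorescence imaging of beta-catenin antibody stain plus DAPI; Read-out: % activation, nuclear-to-cytoplasmic median beta-catenin signal ratio per cell.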
WT yeast gro inh mutant strain – recorded beside WT yeast gro inh, whose call it bears; inhibition, %; mitochondrial fusion phenotypic screen, mutant strain inhibition
Dynein cargo inh cytoplasmic EGFP – second read-out of Dynein cargo inh, no call of its own (marks repeat the call); z-score; measured here: cytoplasmic GR-EGFP intensity; stronger effect = higher value
Dynein cargo inh nuclear GR-EGFP – recorded beside Dynein cargo inh, whose call it bears; z-score; measured here: nuclear GR-EGFP intensity;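 lower value marks the stronger effect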
Dynein cargo inh cell count – further read-out of Dynein cargo inh, marked with its call; z-score; measured here: cell count per field
Insulin prom up cell count – also measured in Insulin prom up; calls as there; cell count; measured here: cytotoxicity, nuclei count;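 total cells summed across four imaged fields per well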
Lipid droplet cells 6.5 µM – also measured in Lipid droplet; calls as there; cell count; measured here: cell count, cytotoxicity flag;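 cells counted across two imaged fields per well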
b-catenin transl cell count 5 µM – recorded beside b-catenin transl, whose call it bears; cell count; measured here: cell count, cytotoxicity flag
MT stabilize HCS Hoechst-high % – second read-out of MT stabilize HCS, no call of its own (marks repeat the call); % Hoechst-high responders; measured here: nuclear condensation Hoechst responders;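 share of cells brighter than vehicle mean plus two SD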
MT stabilize HCS cytotoxicity % – recorded beside MT stabilize HCS, whose call it bears; toxicity, %; measured here: cytotoxicity by cell density;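 0% = mean cell density of plate MIN control wells and 100% = no cells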
Autophagy HCS cell loss 18 h – further read-out of Autophagy HCS, marked with its call; toxicity, %; measured here: cell loss, nuclei count;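 cell loss after 18 h compound exposure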
* hit, by the source's call; i = inactive; / = no result given.

SMILES	ER stress rescue	Dynein cargo inh	Dynein cargo inh cytoplasmic EGFP	Dynein cargo inh nuclear GR-EGFP	Dynein cargo inh cell count	Insulin prom up	Insulin prom up cell count	Lipid droplet	Lipid droplet cells 6.5 µM	Autophagy HCS	Autophagy HCS cell loss 18 h	WT yeast gro inh	WT yeast gro inh mutant strain	XIAP antagonists	MT stabilize HCS	MT stabilize HCS Hoechst-high %	MT stabilize HCS cytotoxicity %	b-catenin transl	b-catenin transl cell count 5 µM
CS(=O)(=O)c1ccc2nc(NC(=O)Nc3ccc(Cl)c(Cl)c3)sc2c1	-2.4%	0.47	-0.26	0.15	0.037	-0.13	1132	-2	547	i	-40	-5	4	-1.6%	5.9	2.5	6.2	-0.3	968
O=C(O)c1ccccc1Sc1ncnc2sc3c(c12)CCC3	-0.3%	2.3	-0.24	1.8	-3.1	0.1	1285	13	680	i	-9	-19	-5	-5.5%	2.5	4.2	3.8	-4.1	1101
O=C(COC(=O)C1=COCCO1)Nc1ccc(OC(F)F)cc1	-0.9%	-0.9	-0.16	-0.5	1	-0.08	1247	-1	700	i	14	-2	-5	-2.4%	3.3	2.7	6.1	-1.2	1061
COc1ccccc1CNC(=O)CCN1C(=O)COc2ccccc21	0.2%	-0.63	-0.43	-0.51	1.6	-0.1	1542	/	/	i	17	-1	2	-0.1%	3.4	1.9	6.0	0.0	1428
COc1ccc(OC)c(CN2CCCC(C(=O)N3CCCCC3)C2)c1 (stereo not drawn)	-0.5%	-0.54	-0.3	0.047	0.33	-0.13	1300	/	/	i	16	-11	-11	-9.1%	2.4	1.3	5.2	-3.5	1452
CCCCc1ccc(NC(=S)NCc2ccc(OC)cc2)cc1	-1.2%	-0.49	-0.27	-0.087	0.76	-0.27	1540	/	/	i	13	72*	50*	-2.0%	2.0	0.8	12	0.9	1534
O=C(NC1CCCCCC1)C(=S)NCc1ccccc1	3.2%	1.1	-0.27	1.3	-0.098	-0.42	1528	-3	696	i	8	73*	37*	-6.1%	4.2	3.3	6.9	0.0	1480
CC1CCN(c2cc(N3CCC(C)CC3)c([N+](=O)[O-])cc2/C=C(\C#N)c2nn(-c3ccccc3)c(N)c2C#N)CC1	0.9%	-0.32	-0.21	-0.44	0.52	/	/	/	/	i	6	13	-5	-3.0%	0.4	0.9	9.3	/	/
C/C(=N\Nc1ccc(C(=O)c2c(C)cc3ccccn23)cc1[N+](=O)[O-])c1ccc(O)cc1	/	-0.14	-0.17	0.72	-1.1	-0.14	999	34	726	/	/	/	/	/	/	/	/	1.6	1234
Cc1nnc(SCC(=O)NCc2ccco2)n1Cc1ccccc1	-3.1%	-0.58	0.99	0.11	0.051	/	/	3	807	i	-10	-3	-11	-4.9%	1.6	1.9	8.0	-8.7	1152
CN(C)S(=O)(=O)c1cccc(NC(=O)c2cc(-c3cccs3)nn2-c2cccc(Cl)c2)c1	-2.3%	-0.99	-0.3	-0.63	0.84	/	/	2	625	i	5	-3	-13	0.9%	13*	45*	27*	30	537
COc1ccc2cc3cc(C(=O)NCc4ccco4)oc3nc2c1	2.5%	1.7	-0.042	0.79	-1.6	-0.64	1074	12	774	i	-5	-7	-16	-11%	0.7	1.1	11	/	/
N#C/C(=C/c1cc[nH]c1)C(N)=S	5.1%	-0.84	-0.3	-0.39	0.85	/	/	-29	740	i	10	7	-14	-2.8%	2.7	2.9	8.1	0.6	1123
Oc1ccc(C2Nc3cccc4cccc(c34)N2)c(O)c1	-4.9%	-0.63	0.057	-0.89	-1.3	-1.2	1565	/	/	i	-5	-12	9	-7.2%	2.4	1.6	2.0	2.8	1370
CC(C)CCNC(=O)NC(=O)COc1c(F)c(F)cc(F)c1F	-1.8%	-1.3	-0.21	-0.87	0.2	0.66	1145	/	/	i	9	-38	-5	-6.9%	3.0	1.5	8.4	-0.8	892
COc1ccccc1-n1cnnc1SCC(=O)Nc1cccnc1Cl	-0.3%	0.45	-0.32	0.49	0.43	2.6	1228	-9	655	i	7	-1	10	-5.3%	7.0	1.6	7.4	-2.4	1105
Cc1nc(-c2ccc(Br)cc2)ccc1C(=O)O	-0.1%	0.22	-0.0062	0.094	-0.32	0.19	1356	9	677	i	2	-13	-23	-9.2%	0.9	3.7	8.6	-0.7	528
Cc1ccc(OCCNC(=O)c2ccco2)cc1C	0.8%	-0.7	-0.21	-0.08	0.62	0.3	803	-1	711	i	7	-3	-5	-2.0%	3.4	2.4	3.0	-1.7	1184
CCN1C(=O)c2cccc3c(N)ccc1c23	-4.6%	/	/	/	/	-0.61	2036	2	665	/	/	10	-1	-2.1%	/	/	/	0.4	1081
c1cncc(N=c2scc(-c3cccc4ccccc34)n2CCCn2ccnc2)c1	-5.0%	-0.12	-0.28	-0.44	-0.2	0.48	1236	-5	632	i	12	10	-21	-18%	2.3	3.3	0.1	-1.8	600
CCOC(=O)c1ccc(-n2c(N)c(C(=O)NCC3CCCO3)sc2=S)cc1 (stereo not drawn)	-2.4%	0.29	-0.22	0.26	0.12	0.74	1190	/	/	i	-4	-37	13	-4.2%	1.9	2.3	8.9	-1.7	853
O=C(CCCNS(=O)(=O)c1ccc(Cl)c(Cl)c1)NCCc1ccccn1	-0.4%	-1.3	-0.32	-0.64	1.1	1.8	1169	2	667	i	-5	-12	5	-6.6%	2.3	2.4	8.3	-1.2	939
COc1ccc(C(=S)N2CCN(c3ccccc3C)CC2)cc1	/	-0.39	-0.0062	0.3	0.62	-0.05	1070	23	691	/	/	/	/	/	/	/	/	-0.2	1322
Nc1cc(Cl)nc(N/N=C/c2ccccc2[N+](=O)[O-])n1	-1.8%	1.1	-0.18	0.93	0.59	-0.71	1588	/	/	i	-16	-9	12	-1.0%	2.5	1.2	5.2	-2.4	1384
CCCC(=O)NC(Nc1ccccc1F)C(Cl)(Cl)Cl (stereo not drawn)	-1.6%	0.37	-0.24	0.69	0.43	0.02	1614	/	/	i	27	4	6	-1.0%	2.4	1.6	6.6	-0.7	1362
COc1ccc(-c2cc(=O)oc3cc(OCC(C)=O)ccc23)cc1	1.9%	-0.75	-0.097	-0.79	0.69	-0.96	1341	7	687	i	4	-13	-23	-11%	3.0	6.1	7.8	/	/
COC(=O)c1nc2n(n1)C(c1ccc(OC)c(OC)c1)C(C(=O)OC1CCCCC1)=C(C)N2 (stereo not drawn)	-0.8%	-0.26	-0.35	0.23	-0.016	/	/	-14	760	i	1	-14	-14	-7.8%	1.4	1.8	4.5	-2.5	1171
Cc1ccc2oc3nc(C)c(C(=O)Nc4cccc(C(F)(F)F)c4)cc3c(=O)c2c1	-2.4%	0.31	-0.17	-0.53	-0.51	/	/	/	/	i	-25	15	-9	-6.4%	1.8	1.7	7.2	/	/
C/C(=N/NC(=O)CN1CCN(Cc2ccccc2Cl)CC1)c1ccncc1	1.0%	0.018	-0.26	-0.21	0.2	-1.3	1365	10	717	i	30	-11	12	-3.6%	4.5	2.1	2.9	-0.5	1120
CC(=O)c1c(C)[nH]c(C(=O)OCC(=O)NCCc2ccc(F)cc2)c1C	1.0%	-0.48	-0.1	-0.064	0.16	-0.18	1454	/	/	i	-23	-8	-46	-2.1%	2.0	2.8	8.5	-4.6	945

Reprinted from the part before: 2 compounds, then new ones.
SMILES	ER stress rescue	Dynein cargo inh	Dynein cargo inh cytoplasmic EGFP	Dynein cargo inh nuclear GR-EGFP	Dynein cargo inh cell count	Insulin prom up	Insulin prom up cell count	Lipid droplet	Lipid droplet cells 6.5 µM	Autophagy HCS	Autophagy HCS cell loss 18 h	WT yeast gro inh	WT yeast gro inh mutant strain	XIAP antagonists	MT stabilize HCS	MT stabilize HCS Hoechst-high %	MT stabilize HCS cytotoxicity %	b-catenin transl	b-catenin transl cell count 5 µM
C/C(=N/NC(=O)CN1CCN(Cc2ccccc2Cl)CC1)c1ccncc1	1.0%	0.018	-0.26	-0.21	0.2	-1.3	1365	10	717	i	30	-11	12	-3.6%	4.5	2.1	2.9	-0.5	1120
CC(=O)c1c(C)[nH]c(C(=O)OCC(=O)NCCc2ccc(F)cc2)c1C	1.0%	-0.48	-0.1	-0.064	0.16	-0.18	1454	/	/	i	-23	-8	-46	-2.1%	2.0	2.8	8.5	-4.6	945
COc1cccc(C(=O)C[n+]2ccccc2/C=N/O)c1	-1.3%	2.4	-0.26	0.97	-1.4	0.26	1287	22	761	i	4	-1	-24	-2.4%	7.3	2.9	19	/	/
O=C(O)c1cc(-c2ccc(O)cc2)nc2ccccc12	-1.8%	0.21	-0.17	0.79	0.72	/	/	18	762	i	-3	30	36	-3.1%	2.4	1.6	4.6	/	/
CCOC(=O)/C(C(=O)Nc1ccc(Br)cc1)=C1/NC(C)(C)Cc2ccccc21	-7.9%	-0.47	-0.19	-0.5	-1.2	0.13	1323	-3	666	i	4	16	-12	-14%	2.3	3.6	6.2	-4.8	580
CC(=O)c1sc(N/N=C2\CC3CC2C(C)C3(C)C)nc1C (stereo not drawn)	1.8%	-0.67	-0.33	-0.21	0.92	-2.1	1412	0	757	i	5	29	32	-1.2%	2.3	2.6	13	0.0	907
